T cruzi growth: T. cruzi intracellular proliferation inhibitors, primary screen, cell-based, beta-gal Tulahuen parasites, NIH3T3 host, luminescence | AID 624255, 2012 | 77,000 tested, 5.9% active | T. cruzi beta-gal in NIH3T3, GalScreen luminescence, 90 h | inhibition, % at 8.34 µM;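 active means mean inhibition above about 93%, with at least 55% of replicates each passing it, limit read from the data, passing the limit was not always enough; inconclusive means only one of those two conditions holds; inactive means neither condition holds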
GASC1 inh: inhibitors of GASC-1 (KDM4C) histone demethylase, primary screen, biochemical, single concentration HTS; Lysine-specific demethylase 4C (Homo sapiens), Q9H3R0; GST-KDM4C 2-372, H3K9me3 peptide, LANCE TR-FRET; inhibition, % at 12.5 µM; 96,000 tested, 0.15% active; AID 720574, 2013;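 active means mean replicate inhibition above about 25%, with at least 55% of replicates also reaching it, limit read from the data, passing the limit was not always enough; inconclusive means only one of those two conditions met; inactive means neither condition met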
Target sequence (Q9H3R0 2-372 limits assumed): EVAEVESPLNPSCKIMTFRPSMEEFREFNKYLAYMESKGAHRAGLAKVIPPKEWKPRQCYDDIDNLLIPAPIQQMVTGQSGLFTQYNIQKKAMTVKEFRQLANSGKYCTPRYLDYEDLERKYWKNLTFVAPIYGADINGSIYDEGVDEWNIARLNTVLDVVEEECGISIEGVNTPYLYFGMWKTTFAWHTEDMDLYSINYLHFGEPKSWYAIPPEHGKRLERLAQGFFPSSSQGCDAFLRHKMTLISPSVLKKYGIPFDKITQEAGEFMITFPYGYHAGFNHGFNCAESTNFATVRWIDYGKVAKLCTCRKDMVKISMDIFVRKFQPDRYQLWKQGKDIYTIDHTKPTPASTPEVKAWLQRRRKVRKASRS
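Material: GST-tagged GASC-1 (JMJD2C) catalytic fragment, aa 2-372. Input: enzyme final amount 10 nM. Medium: HEPES buffer, pH 7.5, plus ascorbate. Reagent: H3K9me3 peptide substrate, Fe(II), 2-oxoglutarate. Doses: single dose. Times: reaction 30 min RT, detection step 1 h RT. Measured by: LANCE TR-FRET. Evaluation: Fall in 671/618 emission ratio as inhibition.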
Pf Dd2 growth: P. falciparum Dd2 growth inhibitors, primary screen, SYBR Green fluorescence, single dose replicates; 72 h; stronger effect = lower value; activity change, % at 10 µM; 94,000 tested, 2.3% active; AID 1159554, 2015; in the data active means activity change below about -80%; inconclusive means no clear call, values can overlap the other calls
C diff HTS: C. difficile growth inhibitors, primary screen, HTS. 86,000 tested, 0.25% active. AID 1259249, 2017. Clostridium difficile clinical isolate growth, OD600, 24 h; stronger effect = lower value. growth activity, negative = inhibition, % at 16 µg/mL (by protocol);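 active means mean growth activity at or below -80% and every replicate also at or below -80%; inconclusive means mean at or below -80% but some replicate above -80%; inactive means mean growth activity above -80%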;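 further: 0% = DMSO wells and -100% = levofloxacin 16 µg/mL wells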
* = called active by the depositor; ? = inconclusive; . = not tested or not shown; & = joins results of further samples.

No.	Molecule	T cruzi growth	GASC1 inh	Pf Dd2 growth	C diff HTS
1	CC(=O)N1CC2(C1)[C@H](c1ccccc1)[C@@H](CO)N2CC1CCOCC1	.	-0.8	20.7	1.0
2	O=C(C1CCCC1)N1CC(=O)N2[C@H](CO)[C@@H](c3ccc(Br)cc3)[C@H]2C1	.	0.2	-3.1	-1.0
3	CCCC(=O)Nc1ccc2c(c1)OC[C@@H](C)N(Cc1ccc(-c3ccccn3)cc1)C[C@@H](C)[C@H](OC)CN(C)C2=O	36.3	0.1	-56.4	-4.4
4	CCCNC(=O)N1C[C@H](C)[C@H](OC)CN(C)C(=O)c2cc(NC(=O)C3CCC3)ccc2OC[C@@H]1C	-5.5	1.2	.	.
5	COc1ccc2c3c([nH]c2c1)[C@H](CO)N(C(=O)CN(C)C)CC31CN(Cc2ccccc2Cl)C1	.	-1.1	-66.8	29.3
6	Cc1ccc(S(=O)(=O)Nc2cccc3c2O[C@@H](CN(C)S(=O)(=O)c2cccs2)[C@@H](C)CN([C@H](C)CO)C3=O)cc1	35.8	-2.5	-21.1	4.8
7	C[C@@H]1CN([C@H](C)CO)C(=O)c2cc(-c3ccc(F)cc3)cnc2O[C@@H]1CN(C)Cc1cncnc1	-32.2	0.4	1.6	-0.5
8	O=C(C[C@H]1CC[C@@H]2[C@H](COC[C@@H](O)CN2Cc2cccc(C(F)(F)F)c2)O1)NCCc1ccccc1	62.4	0.3	-10.3	.
9	CNC[C@H]1Oc2ncc(C#CC3CCCCC3)cc2C(=O)N([C@@H](C)CO)C[C@H]1C	.	-1.2	-21.5	6.1
10	COc1ccccc1NC(=O)N(C)C[C@@H]1OCc2cnnn2CCCC(=O)N([C@@H](C)CO)C[C@H]1C	17.1&-7.7	-1.0	6.0&-11.3	-1.3
11	Cc1ccc(S(=O)(=O)Nc2ccc3c(c2)C(=O)N([C@H](C)CO)C[C@H](C)[C@H](CN(C)S(=O)(=O)c2cn(C)cn2)OCCCC[C@H](C)O3)cc1	21.0	14.5	-2.4	3.8
12	C[C@@H]1CN([C@H](C)CO)C(=O)CCCn2cc(nn2)CO[C@H]1CN(C)C(=O)c1ccncc1	-3.8	.	15.1	3.3
13	COCC(=O)Nc1ccc2c(c1)C(=O)N(C)C[C@@H](OC)[C@@H](C)CN(CCC(F)(F)F)[C@H](C)CO2	-44.7	1.3	19.9	.
14	CC(C)NC(=O)N1CC2(C1)[C@@H](c1ccccc1)[C@H](CO)N2C(=O)C1CCC1	.	2.6	43.0	16.2
15	C[C@@H]1CN([C@H](C)CO)S(=O)(=O)c2ccc(-c3ccccc3F)cc2O[C@H]1CN(C)Cc1cccnc1	94.8	5.1	-50.7	0.7
16	OC[C@H]1[C@@H](c2ccc(/C=C/c3ccccc3)cc2)[C@@H]2CN(Cc3cccnc3)CCCCN12	56.5	-1.2	-74.0	11.3
17	C[C@@H]1CN([C@H](C)CO)S(=O)(=O)c2ccc(-c3cccc(C(=O)N(C)C)c3)cc2O[C@@H]1CN(C)C(=O)Nc1ccc(F)cc1	21.8	0.0	-19.4	-2.5
18	C[C@@H]1CCCCO[C@@H](CN(C)S(=O)(=O)c2cn(C)cn2)[C@H](C)CN([C@H](C)CO)C(=O)c2cc(NC(=O)Cc3ccccc3)ccc2O1	26.5	-1.1	14.9	-0.1
19	CN1c2ccc(C#Cc3cccnc3)cc2[C@H]2[C@H](CCN2C(=O)C2CCOCC2)[C@@H]1CO	65.2	0.3	4.1	-5.8
20	Cn1cnc(CCNC(=O)C[C@H]2CC[C@@H]3[C@H](COC[C@H](O)CN3C(=O)Nc3ccc(C(F)(F)F)cc3)O2)c1	?	1.8	-21.9	23.8&4.1

Part of the list above, field by field:
7. C[C@@H]1CN([C@H](C)CO)C(=O)c2cc(-c3ccc(F)cc3)cnc2O[C@@H]1CN(C)Cc1cncnc1
  T cruzi growth: -32.2
  GASC1 inh: 0.4
  Pf Dd2 growth: 1.6
  C diff HTS: -0.5
8. O=C(C[C@H]1CC[C@@H]2[C@H](COC[C@@H](O)CN2Cc2cccc(C(F)(F)F)c2)O1)NCCc1ccccc1
  T cruzi growth: 62.4
  GASC1 inh: 0.3
  Pf Dd2 growth: -10.3
  C diff HTS: .
9. CNC[C@H]1Oc2ncc(C#CC3CCCCC3)cc2C(=O)N([C@@H](C)CO)C[C@H]1C
  T cruzi growth: .
  GASC1 inh: -1.2
  Pf Dd2 growth: -21.5
  C diff HTS: 6.1

(more compounds)
No.	Molecule	T cruzi growth	GASC1 inh	Pf Dd2 growth	C diff HTS
21	COc1cccc(NC(=O)N2[C@H](CO)[C@H](c3ccccc3)[C@H]2CNC(C)C)c1	61.3	1.6	-67.1	-0.9
22	CC(C)(O)C#Cc1ccc([C@@H]2[C@@H](CO)N3CCCCN(C(=O)c4ccc(F)cc4)C[C@@H]23)cc1	5.2	1.0	-16.9	-2.8
23	CN1CCN(C(=O)C[C@@H]2C=C[C@@H](NC(=O)Cc3ccccn3)[C@H](CO)O2)CC1	-36.0	1.2	23.8	.
24	CC(C)NC(=O)N(C)C[C@@H]1Oc2ccc(NC(=O)Cc3cn(C)c4ccccc34)cc2CC(=O)N([C@@H](C)CO)C[C@H]1C	-9.1	0.0	-3.4	-4.5
25	CN1C[C@@H]2[C@H](c3ccccc31)[C@H](CO)N2C(=O)C1CCCC1	30.6	-1.0	-7.7	-0.2
26	COc1ccccc1-c1cccc(-c2nc(C(=O)N3CCOCC3)cc3c2[C@H](CCO)N([S@@](=O)C(C)(C)C)C3)c1	3.5	1.7	-9.3	.
27	CCCC#Cc1ccc([C@H]2[C@@H](C#N)N(C(=O)CN3CCOCC3)[C@H]2CO)cc1	98.1*	-1.0	-13.9	0.7
28	O=C(c1ccc(F)cc1)N1CC(=O)N2[C@H](CO)[C@H](c3ccc(C#CCC4CCCC4)cc3)[C@@H]2C1	.	-1.3	-26.5	18.7
29	OC[C@H]1[C@H](c2ccc(C#CC3(O)CCCC3)cc2)[C@@H]2CN(Cc3ccncc3)CCCCN12	5.6	3.9	-6.3	-1.0
30	C[C@H]1CN([C@@H](C)CO)C(=O)c2cc(C#CCc3ccccc3)cnc2O[C@@H]1CN(C)CC1CCOCC1	-22.1	2.5	-57.2	-1.7
31	CN(C)C(=O)[C@@H]1[C@@H](CO)[C@@H]2Cn3c(ccc(/C=C/c4ccccc4)c3=O)[C@@H]2N1C(=O)c1cccnc1	59.7	-4.0	.	-7.9
32	CN(C)C(=O)C[C@H]1C[C@@H]2c3cc(NS(=O)(=O)c4ccccc4)ccc3O[C@@H]2[C@H](CO)O1	-1.0	2.1	20.3	-0.9
33	COc1ccccc1CN(C)C[C@H]1OCc2cn(nn2)CCCC(=O)N([C@@H](C)CO)C[C@@H]1C	-32.3	-0.7	-1.9	-4.0
34	CC(C)C#Cc1cnc2c(c1)C(=O)N([C@H](C)CO)C[C@@H](C)[C@H](CN(C)Cc1cccc(F)c1)O2	-1.0	.	-50.0	-1.3
35	CCCC#Cc1cnc2c(c1)C(=O)N([C@H](C)CO)C[C@H](C)[C@@H](CN(C)C(=O)Nc1ccc(OC)cc1)O2	55.6	-0.3	5.0	-6.9
36	CN1C[C@@H]2[C@H](c3ccccc31)[C@@H](CO)N2Cc1ccccc1F	-95.9	-0.5	-13.5	26.6
37	Cc1noc(C)c1S(=O)(=O)N(C)C[C@@H]1OCCCC[C@@H](C)Oc2ccc(NC(=O)c3ccccc3)cc2C(=O)N([C@H](C)CO)C[C@H]1C	55.3	-0.4	-62.0	5.2
38	C[C@H](CO)N1C[C@H](C)[C@@H](CN(C)Cc2cccnc2)Oc2ncc(-c3cccc(C#N)c3)cc2C1=O	59.3	1.0	6.1&8.3	1.5&-2.3
39	O=C(NC1CCCC1)N1CC(=O)N2[C@H](C1)[C@@H](c1ccc(-c3cccnc3)cc1)[C@@H]2CO	.	0.1	0.3	-6.3
40	C[C@@H]1CN([C@@H](C)CO)C(=O)c2cccc(NC(=O)Nc3ccc(F)cc3)c2O[C@@H]1CN(C)S(=O)(=O)c1cn(C)cn1	-18.7	2.1	11.0	.

#41 C[C@H](CO)N1C[C@H](C)[C@@H](CN(C)Cc2ccc(C(=O)O)cc2)OCCCC[C@H](C)Oc2ccc(NC(=O)Cc3ccccc3)cc2C1=O
#42 O=C(NCCN1CCCC1)[C@H]1N[C@H]2c3ccc(C4=CCCCC4)c(=O)n3C[C@H]2[C@@H]1CO
#43 COCC(=O)Nc1ccc2c(c1)[C@@H]1C[C@H](CC(=O)N(C)C)O[C@@H](CO)[C@@H]1O2
#44 CCCNC(=O)Nc1ccc2c(c1)OC[C@@H](C)N(C(=O)CC)C[C@H](C)[C@@H](OC)CN(C)C2=O
#45 Cc1ccc(S(=O)(=O)Nc2ccc3c(c2)CC(=O)N([C@@H](C)CO)C[C@H](C)[C@@H](CN(C)CC2CC2)O3)cc1
#46 C[C@@H]1CCCCO[C@@H](CN(C)S(C)(=O)=O)[C@@H](C)CN([C@@H](C)CO)C(=O)c2cc(NS(=O)(=O)c3ccc(Cl)cc3)ccc2O1
#47 C[C@@H]1CN([C@H](C)CO)C(=O)Cc2cc(NC(=O)Nc3ccccc3)ccc2O[C@H]1CN(C)Cc1ccc(C(=O)O)cc1
#48 C[C@@H]1CCCCO[C@@H](CN(C)S(=O)(=O)c2ccccc2)[C@@H](C)CN([C@@H](C)CO)C(=O)c2cc(NC(=O)Nc3ccc(F)cc3)ccc2O1
#49 CN1CCN(C(=O)[C@H]2[C@H](CO)[C@H]3Cn4c(ccc(-c5cncnc5)c4=O)[C@H]3N2CC2CCCC2)CC1
#50 C[C@H]1CN([C@@H](C)CO)C(=O)Cc2cc(NC(=O)Nc3ccccc3)ccc2O[C@H]1CN(C)S(=O)(=O)c1cn(C)cn1

entry no.	41	42	43	44	45	46	47	48	49	50
T cruzi growth	-42.8	-20.7	-29.0	20.9	2.9	46.7	-51.6	86.9	49.8	13.9
GASC1 inh	1.3	-2.3	-1.1	-0.8	1.4	1.0	0.0	0.0	-0.1	3.3
Pf Dd2 growth	34.2	19.6	25.3	-5.6	0.3	-11.0	25.6	-80.9*	11.4	2.8
C diff HTS	-5.6	-5.0	-0.3	.	2.5	0.4	-2.5	7.9	-1.1	1.6

#51 C/C=C/c1ccc(C2[C@H]3CNC[C@@H]2N3Cc2cc(-c3ccccc3)on2)cc1 (some centres not stated)
#52 C[C@@H]1CCCCO[C@@H](CN(C)C(=O)c2ccccc2)[C@@H](C)CN([C@@H](C)CO)C(=O)c2cc(NC(=O)NC3CCCCC3)ccc2O1
#53 CC(=O)N(C)C[C@@H]1Oc2cc(C#Cc3ccccc3)ccc2S(=O)(=O)N([C@H](C)CO)C[C@H]1C
#54 C/C=C/c1ccc2c(c1)O[C@@H](CN(C)C(=O)C1CCC1)[C@@H](C)CN([C@H](C)CO)S2(=O)=O
#55 C[C@@H]1CN([C@@H](C)CO)C(=O)CCCn2nncc2CO[C@H]1CN(C)S(=O)(=O)c1cccc(C#N)c1
#56 CC(C)CC#Cc1ccc2c(c1)O[C@@H](CN(C)Cc1ccc3c(c1)OCO3)[C@H](C)CN([C@H](C)CO)S2(=O)=O
#57 CNC[C@H]1OCCCC[C@@H](C)Oc2ccc(NS(=O)(=O)c3ccc(OC)cc3)cc2C(=O)N([C@H](C)CO)C[C@@H]1C
#58 COC(=O)C[C@H]1C[C@@H]2c3cc(N(C)C)ccc3O[C@@H]2[C@H](CO)O1
#59 C[C@H]1CN([C@@H](C)CO)C(=O)Cc2cc(NC(=O)Nc3ccc4c(c3)OCO4)ccc2O[C@@H]1CN(C)S(=O)(=O)c1cn(C)cn1
#60 C[C@@H]1CN([C@H](C)CO)S(=O)(=O)c2ccc(C#Cc3ccncc3)cc2O[C@@H]1CN(C)S(=O)(=O)c1ccccc1

entry no.	51	52	53	54	55	56	57	58	59	60
T cruzi growth	.	-15.3	60.9	55.8	-35.2	61.3	29.1	.	0.6	2.7
GASC1 inh	0.8&-1.6	-0.6	3.7	1.0	.	.	0.5	.	1.6	-3.6
Pf Dd2 growth	-66.1&-3.6	-48.4	-37.2	29.2	-9.5	-72.6	.	6.4	24.2	-42.3
C diff HTS	31.3&1.5	7.6	-1.3	.	.	25.6	0.2	-4.2	-3.7	-2.8

Screening results from PubChem BioAssay.
